AGP1-GFP MLPCN – modulators of AGP1-GFP expression in yeast TOR pathway, primary screen, cell-based, multiplex flow cytometry, S. cerevisiae, MLPCN library; 3 h; GFP as percent of DMSO wells; GFP response vs DMSO, % at 10 µM; hit rate 0.02% among 320,000;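 active = GFP response relative to DMSO above a set limit, near screen average plus 3 SD, cut at about 150% in these data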;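 also: median GFP channel fluorescence of the gated AGP1 strain per well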
RPL19A TOR yeast – RPL19A-GFP expression modulators in yeast, primary screen, cell-based, S. cerevisiae, multiplex flow cytometry, MLPCN; hit rate 0.3% among 330,000; AID 2025, 2009; percent response vs DMSO, % at 10 µM; S. cerevisiae RPL19A-GFP strain, 3 h; active compounds read low;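 active = percent response vs DMSO below 50%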;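 also: median channel GFP fluorescence of the barcoded RPL19A-GFP strain; ratio of sample median GFP to plate DMSO average so 100% = DMSO; lower means less RPL19A-GFP as with rapamycin TOR inhibition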
AHR activator – AHR activators, primary screen, cell-based, luminescence, luciferase reporter, human; hit rate 2.5% among 320,000; activation, % at 5 µM; AHR-responsive luciferase reporter cells; AID 2796, 2010; in the data active = activation above about 47%;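 also: 0% = vehicle wells and 100% = reference agonist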
Target sequence (P35869 whole entry, looked up): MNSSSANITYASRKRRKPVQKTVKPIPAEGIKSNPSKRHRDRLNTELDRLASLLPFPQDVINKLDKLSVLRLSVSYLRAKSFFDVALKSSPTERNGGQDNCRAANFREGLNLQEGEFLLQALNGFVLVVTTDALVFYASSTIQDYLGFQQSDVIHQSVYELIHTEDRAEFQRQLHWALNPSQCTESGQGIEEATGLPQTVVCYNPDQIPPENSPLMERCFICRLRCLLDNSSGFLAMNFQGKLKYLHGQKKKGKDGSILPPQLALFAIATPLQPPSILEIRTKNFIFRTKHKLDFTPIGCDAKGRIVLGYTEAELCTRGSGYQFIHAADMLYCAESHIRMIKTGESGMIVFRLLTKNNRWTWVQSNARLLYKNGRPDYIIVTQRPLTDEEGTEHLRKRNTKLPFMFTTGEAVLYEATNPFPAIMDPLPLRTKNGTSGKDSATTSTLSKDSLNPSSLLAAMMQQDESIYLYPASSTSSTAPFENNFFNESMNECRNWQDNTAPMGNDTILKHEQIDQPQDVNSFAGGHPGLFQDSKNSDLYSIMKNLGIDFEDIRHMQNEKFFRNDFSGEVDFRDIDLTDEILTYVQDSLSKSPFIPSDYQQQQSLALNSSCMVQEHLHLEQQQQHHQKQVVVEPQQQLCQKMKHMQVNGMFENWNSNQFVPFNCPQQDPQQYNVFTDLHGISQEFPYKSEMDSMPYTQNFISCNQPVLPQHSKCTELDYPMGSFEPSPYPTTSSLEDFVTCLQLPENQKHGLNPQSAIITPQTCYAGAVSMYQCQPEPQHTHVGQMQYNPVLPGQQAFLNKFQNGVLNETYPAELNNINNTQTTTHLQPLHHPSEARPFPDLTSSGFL
Yeast superoxide – reduction of superoxide in aged yeast, primary screen, HTS; S. cerevisiae aged cells, superoxide DHE fluorescence; active compounds read low; superoxide response (% of plate mean), % at 10 µM; hit rate 0.18% among 330,000;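 active = superoxide response under a set limit, about three screen SD below normal, cut at about 65% in these data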;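 also: yeast aged for seven days with compound at 30 °C before DHE staining; 100% = average MFI of all compound-treated wells on the plate with controls excluded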
Efflux pump inh – inhibitors of Candida efflux pumps in yeast, primary screen, S. cerevisiae, Nile Red, multiplex. S. cerevisiae Candida pump triplex. inhibition, % at 10 µM. hit rate 0.44% among 330,000. AID 485275, 2010;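 active = plate passing quality check with inhibition over a set limit, or well fluorescence over plate mean plus 4 SD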;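 also: Nile Red retained in pooled yeast measured as flow cytometry median fluorescence; 0% = buffer negative control and 100% = Enniatin B positive control; higher means more Nile Red kept so more efflux inhibition; some compounds called inactive have numbers as strong as hits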
LAP4 TOR yeast – modulators of LAP4-GFP expression in yeast, primary screen, S. cerevisiae, multiplex flow cytometry, MLPCN library | hit rate 0.34% among 320,000 | GFP response vs DMSO, % at 10 µM | 3 h; median GFP as percent of DMSO wells;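 active = GFP response vs DMSO above a set limit, about the screen mean plus 3 SD, cut at about 150% in these data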
MEP2-GFP yeast – modulators of MEP2-GFP levels in yeast, primary screen, S. cerevisiae, multiplex flow cytometry, MLPCN library; GFP response vs DMSO, % at 10 µM; hit rate 0.51% among 330,000; S. cerevisiae MEP2-GFP strain, 3 h; 100% = DMSO control level; AID 2016, 2009;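 active = GFP response versus DMSO above a set limit, roughly screen mean plus 3 SD, cut at about 180% in these data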;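 also: median GFP fluorescence of the barcode-gated MEP2-GFP cells per well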
CIT2-GFP yeast – modulators of CIT2-GFP expression in yeast, primary screen, S. cerevisiae, GFP fusion, multiplex flow cytometry, MLPCN library; S. cerevisiae CIT2-GFP strain, 3 h; 100 means same as DMSO wells; GFP response vs DMSO, % at 10 µM; hit rate 0.065% among 320,000;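 active = GFP response relative to DMSO above a set limit, near the screen mean plus 3 SD, cut at about 150% in these data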;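 also: ratio of well median GFP fluorescence to mean of DMSO wells on the plate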
The depositor's hits bear a star; i = inactive; . = not tested or not shown.

SMILES	AGP1-GFP MLPCN	RPL19A TOR yeast	AHR activator	Yeast superoxide	Efflux pump inh	LAP4 TOR yeast	MEP2-GFP yeast	CIT2-GFP yeast
Cc1cc2ccccc2nc1SCC(=O)NC1CCCCC1	97	98	-1	92	-0.2	109	102	92
COc1ccccc1C(=O)NC1CCCCCCC1	102	102	9	107	-0.1	102	103	101
CN(C(=O)c1ccc(NC(=O)Cc2cccc([N+](=O)[O-])c2)cc1)C1CCCC1	81	90	0	113	-0.1	81	88	76
O=C(CSc1nnc(N2CCCC2)n1-c1ccccc1Cl)N1CCN(c2ccccn2)CC1	110	97	1	94	0.0	103	97	95
O=C(COC(=O)c1ccc2c(c1)S(=O)(=O)N=C1CCCCCN12)NCCc1ccc(F)cc1	107	102	0	93	-0.1	107	100	107
Cc1ccc(NS(=O)(=O)c2ccc(NC(=O)c3ccccc3C(=O)O)cc2)c(C)c1	107	103	-1	100	-0.1	97	97	109
O=C(c1ccco1)N1CCN(C(=O)c2cc(-c3ccccn3)nc3ccc(Cl)cc23)CC1	106	103	25	109	0.2	104	106	97
O=C(O)c1cccc(N2C(=O)CSC2c2ccccc2)c1 (configuration not stated)	100	109	0	92	-0.1	88	109	104
CCn1nnc(NC(=O)C(C)(c2ccccc2)c2ccccc2)n1	105	100	5	87	0.0	97	104	101
Fc1ccccc1CN1CCCCCCC1	100	98	-6	99	0.2	103	105	100
CC1=CC(C)(C)N(C(=O)CNC2CCCCC2)c2cc(C)ccc21	106	104	0	98	0.0	97	97	99
CCCCN(C(=O)CSc1nn(-c2ccc(F)cc2)c(=S)s1)c1c(N)n(CCCC)c(=O)[nH]c1=O	105	99	31	117	0.2	110	104	100
O=C(CCc1ccccc1)NCCCN1CCOCC1	98	98	-2	99	0.0	97	93	94
N#C/C(=C/c1ccc(C(=O)O)cc1)C(=O)Nc1ccccc1	94	100	2	100	0.1	101	96	87
CCCc1nn2c(=O)cc(COc3ccc(NC(=O)c4ccco4)cc3)nc2s1	102	100	3	89	-0.1	100	104	102
COCCOC(=O)C1=C(C)NC(=O)NC1/C=C/c1ccccc1 (configuration not stated)	98	100	-2	94	0.1	88	101	102
O=C(Nc1ccc(Cl)cc1C(F)(F)F)c1ccc(Cl)cc1	88	94	0	87	0.1	91	90	86
COCC(=O)Nc1nnc(SCC(=O)N2CCCCC2)s1	105	103	-1	113	0.0	99	105	104
Cn1c(SCC(=O)NCc2ccco2)nnc1C1CCCC1	101	99	-4	108	-0.1	93	92	101
Cc1nc2cc(NCc3ccccc3O)ccc2n1Cc1ccccc1	105	97	4	95	-0.1	96	94	94
O=C(Nc1nc(-c2ccc(F)c(F)c2)cs1)c1cnccn1	96	111	13	104	0.0	98	103	108
CC(NS(=O)(=O)c1cccc(S(=O)(=O)c2ccccc2)c1)C(=O)O (configuration not stated)	94	101	2	89	3.2	87	93	93
COc1ccc(C(CNC(=O)c2cncc(Br)c2)N(C)C)cc1 (configuration not stated)	104	100	3	102	-0.2	96	105	95
CCC(=O)N1CCc2cc(Br)cc(S(=O)(=O)CCC(=O)NCC3CCCO3)c21 (configuration not stated)	93	91	-3	96	0.0	93	91	95
COc1cccc(Nc2c3c(nc4c(-c5ccccc5)c(C)nn24)CCC3)c1	82	92	33	116	-0.1	78	89	97
CCOC(=O)C1C(=O)NC(N2CCN(c3ccccc3)CC2)=NC1c1ccco1 (configuration not stated)	103	102	-1	95	0.0	95	96	109
NC(=O)c1ccc(-c2c(-c3ccccc3)sc3ccccc23)cc1	103	103	1	99	-0.3	104	91	100
Clc1ccc(-c2nnc(-c3ccccc3)o2)c(Cl)c1	100	104	-4	i	-0.2	102	105	.
CN(C)CCCNc1nc(N)c([N+](=O)[O-])c(NCc2ccccc2)n1	97	99	.	96	0.3	95	99	95
CCCCCn1c(C(Cc2ccccc2)NC(C)=O)nc2ccccc21 (configuration not stated)	94	94	1	86	0.1	101	109	105

The list goes on; it opens with the four that closed the last part.
SMILES	AGP1-GFP MLPCN	RPL19A TOR yeast	AHR activator	Yeast superoxide	Efflux pump inh	LAP4 TOR yeast	MEP2-GFP yeast	CIT2-GFP yeast
NC(=O)c1ccc(-c2c(-c3ccccc3)sc3ccccc23)cc1	103	103	1	99	-0.3	104	91	100
Clc1ccc(-c2nnc(-c3ccccc3)o2)c(Cl)c1	100	104	-4	i	-0.2	102	105	.
CN(C)CCCNc1nc(N)c([N+](=O)[O-])c(NCc2ccccc2)n1	97	99	.	96	0.3	95	99	95
CCCCCn1c(C(Cc2ccccc2)NC(C)=O)nc2ccccc21 (configuration not stated)	94	94	1	86	0.1	101	109	105
CC1=CS(=O)(=O)CC1Sc1nc2ccccc2[nH]1 (configuration not stated)	94	97	3	108	-0.4	85	98	96
C=CCn1c(N2CCN(c3ccc(OC)cc3)CC2)nc2c1c(=O)[nH]c(=O)n2C	93	100	-1	83	0.1	89	102	99
CCC(Sc1nnnn1C)C(=O)Nc1ccc(C(C)=O)cc1 (configuration not stated)	94	104	10	103	0.3	92	107	94
COc1ccc(NC(=S)N(CCCN2CCN(C)CC2)Cc2cccs2)cc1	97	95	-2	98	-0.2	91	101	97
CCOc1ccccc1Nc1nnc(SCC(=O)NC2CCS(=O)(=O)C2)s1 (configuration not stated)	97	97	3	92	0.3	98	91	86
CN(CC(=O)Nc1cccc(F)c1)C(=O)CC1CCCCC1	109	100	0	97	0.0	98	97	99
C/C(=N\NC(N)=S)c1cccnc1	94	97	8	112	0.3	94	92	83
COc1ccc(/C=C2\SC(=O)N(CCC(=O)NC3CCS(=O)(=O)C3)C2=O)cc1 (configuration not stated)	91	96	-1	114	0.0	97	88	97
COc1cccc(-c2nnc(SCC(=O)Nc3cc(C)on3)o2)c1	105	99	30	114	0.1	106	98	101
COc1ccccc1N1CCN(C(=O)CSc2nnc(C)n2C2CC2)CC1	90	92	0	90	0.3	84	93	81
COCCNC(=S)Nc1ccc2nsnc2c1	101	103	3	102	-0.3	94	106	105
CCOC(=O)c1[nH]nc(-c2c(O)cc(C)cc2O)c1-c1csc(C)n1	100	101	1	103	0.0	102	108	104
Nc1ccc2sc(N)nc2c1	98	94	17	97	-0.2	100	89	106
CC(C)[C@H](NC(=O)[C@@H]1CSC2c3ccccc3C(=O)N21)C(=O)NC1CCCCC1 (some centres not stated)	105	106	4	85	-0.1	100	107	111
COc1cccc(/C=N/Nc2ncnc(Cl)c2N)c1O	85	98	13	82	-0.2	99	99	87
Cc1n[nH]c(C)c1-c1nc2ccccc2[nH]1	96	100	1	93	-0.1	97	109	100
Clc1ccc(-n2ncc3c(N4CCCCCC4)ncnc32)cc1	95	95	-12	96	0.3	112	98	82
O=C(Nc1ccccc1)N1CCC(n2c(=O)[nH]c3ccccc32)CC1	103	98	3	95	0.0	102	101	98
CC(C)(C)c1ccc(C(=O)OCC(=O)NCc2ccco2)cc1	102	103	0	109	0.0	107	109	99
CCN1C(=O)OC2(CCCCC2)C1(C)O (configuration not stated)	95	98	-2	100	0.0	96	98	94
O=C(CN1C(=O)/C(=C/c2ccccc2)Sc2ccccc21)NCCCN1CCOCC1	100	97	0	108	0.2	96	102	96
O=C(Cn1c(=O)oc2ccccc21)Nc1n[nH]c(=S)s1	98	105	4	101	0.0	97	100	94
CC(=O)OCCc1c(C)nc2nc[nH]n2c1=O	98	97	4	95	-0.1	88	100	99
COCCN(C(=O)CNC(=O)c1ccco1)C(C(=O)NC1CCCC1)c1ccc(F)cc1 (configuration not stated)	97	105	-1	96	0.6	94	108	97
COc1cccc2[nH]c(C(=O)NCC3CCCO3)cc12 (configuration not stated)	104	110	24	101	0.1	101	114	110
Cc1cccc(C(=O)N2c3ccccc3C(=O)OC2c2ccc3c(c2)OCO3)c1 (configuration not stated)	97	98	9	123	0.2	99	97	82
C#CCOCCOCCOCCNc1nc(N2CCN(C(=O)[C@H](CCC(=O)O)n3cc(CN)nn3)CC2)nc(N2CCN(C(=O)[C@H](CCC(=O)O)n3cc(CN)nn3)CC2)n1	101	99	-1	103	-0.2	99	96	98
CC(=O)Nc1cccc(NC(=O)c2cc(-c3cccnc3)nc3ccc(Br)cc23)c1	103	98	3	73	0.2	108	107	109
COc1ccc(CC(=O)NNC(=O)c2nn(Cc3ccccc3)c(=O)c3ccccc23)cc1OC	105	103	0	88	-0.1	96	107	99
Nc1ncc(Br)cc1N=Cc1ccccc1	108	96	36	128	-0.1	96	104	92
CC(OC(=O)c1cc(S(=O)(=O)N2CCOCC2)ccc1F)C(=O)NCc1ccc2c(c1)OCO2 (configuration not stated)	113	96	-3	99	0.1	117	101	89
COCCCn1c(-c2cccs2)nc2nc3ccccc3nc21	100	99	30	103	0.0	117	101	100
COC(=O)c1[nH]c2ccc(C)cc2c1NC(=O)Nc1ccc(OC)cc1	95	101	38	106	-0.1	112	108	107
Nn1c(SCC(=O)NCc2ccc3c(c2)OCO3)nnc1C(F)(F)F	94	102	-1	112	0.1	99	102	98
Oc1c(C(c2cccs2)N2CCN(c3ccc(F)cc3)CC2)sc2ncnn12 (configuration not stated)	110	107	3	112	0.0	108	99	122
CCOC1(OCC)N=C(N)C2(C#N)C(c3cccc(OC)c3OC)C12C#N (configuration not stated)	102	101	0	102	-0.1	99	110	109
O=C(NCc1ccncc1)c1cccc(S(=O)(=O)N2CCc3ccccc32)c1	96	96	21	107	0.1	93	94	89
O=C(c1ccc(S(=O)(=O)N2CCCCC2)cc1)N1CCN(CCN2C(=O)c3cccc4cccc(c34)C2=O)CC1	88	94	-1	90	0.0	82	88	82
COc1ccc(NC(=O)c2c(-c3c(Cl)cccc3Cl)noc2C)cn1	99	100	-2	124	0.1	98	101	105
O=C(Nc1ccc(F)cc1)C1CCC(N2C(=O)c3ccccc3C2=O)CC1 (configuration not stated)	103	100	-1	107	0.0	104	111	103
CC(C)Nc1nnc(SCC(=O)/C=C2\N(C)c3ccccc3C2(C)C)s1	98	102	0	99	0.1	94	101	100
COc1cc2c(cc1NC(=O)c1cc(-c3cccnc3)nc3ccc(C)cc13)oc1ccccc12	99	99	6	93	-4.2	111	108	96
O=C(CSc1ccccc1C(=O)O)NC1CCCCCCC1	100	102	5	106	0.1	100	98	98
COc1ccc(N(C2=NCCCS2)S(=O)(=O)c2ccc(C(C)(C)C)cc2)cc1	99	103	-2	93	0.0	102	102	110
COc1ccc(S(=O)(=O)/C(C#N)=C/Nc2ccc(NC(C)=O)cc2)cc1	95	109	.	108	0.1	97	109	100
CCOC(=O)c1ccccc1NC(=O)CSc1nc2ccccc2o1	96	98	4	104	0.3	103	101	102
C=CCN(c1ccccc1C(=O)NCC(=O)O)S(=O)(=O)c1ccccc1C	100	102	0	97	-0.1	107	101	94
O=C1CSC(=O)N1CC(O)COc1ccc(Cl)cc1 (configuration not stated)	100	104	2	118	0.1	104	101	100
CCCN1CCC(NC(=S)Nc2cccc(Cl)c2Cl)CC1	98	95	0	89	0.2	109	91	89
Cc1ccc(C(=O)NC(NCC2CCCO2)C(Cl)(Cl)Cl)cc1 (configuration not stated)	100	102	4	100	0.2	98	100	101
COc1ccc(/C=N/NC(=O)c2ccc3ccccc3c2)cc1OS(=O)(=O)c1ccc(NC(C)=O)cc1	102	96	6	91	-0.1	100	101	100

Compound activity (PubChem)
